MPTP inh = blocks calcium-induced mitochondrial swelling. isolated mouse mitochondria, Ca2+ swelling absorbance, 30 min. inhibition, % at 10 µM. actives 1.4% (n = 360,000);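 active means inhibition of 50% or more, scaled per plate between neutral and stimulator controls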;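 further: 0% = DMSO wells given calcium and 100% = 1 mM EGTA wells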
ATG4B inhibitor = blocks human ATG4B protease cleavage of LC3 substrate; Q9Y4P1; ATG4B cleavage of LC3-PLA2, NBD-HPC fluorescence, 1 h; inhibition, % at 8.33 µM; actives 0.51% (n = 340,000); in the data active means inhibition above about 40%
Target sequence (Q9Y4P1 whole entry, looked up): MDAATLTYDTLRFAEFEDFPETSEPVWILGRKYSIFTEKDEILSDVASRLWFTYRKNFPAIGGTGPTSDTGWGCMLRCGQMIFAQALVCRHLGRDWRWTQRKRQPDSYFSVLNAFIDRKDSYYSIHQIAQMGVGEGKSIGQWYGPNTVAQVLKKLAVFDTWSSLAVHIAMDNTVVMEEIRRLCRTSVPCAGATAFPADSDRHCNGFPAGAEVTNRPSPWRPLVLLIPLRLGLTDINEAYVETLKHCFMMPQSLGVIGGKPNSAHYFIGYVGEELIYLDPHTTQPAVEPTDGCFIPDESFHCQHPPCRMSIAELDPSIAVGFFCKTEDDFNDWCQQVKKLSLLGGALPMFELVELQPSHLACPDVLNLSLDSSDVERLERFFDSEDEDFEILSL
PfGluPho inh = PfG6PD (Plasmodium falciparum) enzyme inhibition. PfGluPho enzyme, NADPH resazurin-diaphorase fluorescence. inhibition, % at 20 µM. actives 0.78% (n = 350,000). AID 504690;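 active means inhibition reaching at least a set limit at 20 µM in the primary screen, cut at about 59% in these data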;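 further: 0% = DMSO wells with substrate and 100% = DMSO wells lacking glucose-6-phosphate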
SENP8 inh = SENP8 (human) protease inhibition; recombinant SENP8, Nedd8 substrate fluorescence; Q96LD8; inhibition, % at 20 µM; actives 0.64% (n = 360,000); in the data active means inhibition mostly above about 40%, no sharp cut-off; inactive means mostly below about 27%
GRIN3A LBD mod = NR3A (human) ligand-binding domain modulation | NR3A LBD differential scanning fluorimetry, Tm shift; 0% = protein alone, 100% = glycine-bound protein | Tm shift relative to glycine control, % at 25 µM | actives 2.5% (n = 340,000) | AID 1259313;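 active means melting temperature shift of at least 10% of the positive control shift, at one fixed dose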
SENP6 block = blocks the human protease SENP6 | Q9GZR1 | inhibition, % at 10 µM | Recombinant SENP6 catalytic domain, aminoluciferin luminescence | actives 1.8% (n = 330,000);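 active means inhibition above about 50% at the single tested dose, limit read from the data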;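 further: plate controls were DMSO wells with enzyme for no effect and DMSO wells lacking enzyme for full effect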
Target sequence (Q9GZR1 628-1112 limits assumed): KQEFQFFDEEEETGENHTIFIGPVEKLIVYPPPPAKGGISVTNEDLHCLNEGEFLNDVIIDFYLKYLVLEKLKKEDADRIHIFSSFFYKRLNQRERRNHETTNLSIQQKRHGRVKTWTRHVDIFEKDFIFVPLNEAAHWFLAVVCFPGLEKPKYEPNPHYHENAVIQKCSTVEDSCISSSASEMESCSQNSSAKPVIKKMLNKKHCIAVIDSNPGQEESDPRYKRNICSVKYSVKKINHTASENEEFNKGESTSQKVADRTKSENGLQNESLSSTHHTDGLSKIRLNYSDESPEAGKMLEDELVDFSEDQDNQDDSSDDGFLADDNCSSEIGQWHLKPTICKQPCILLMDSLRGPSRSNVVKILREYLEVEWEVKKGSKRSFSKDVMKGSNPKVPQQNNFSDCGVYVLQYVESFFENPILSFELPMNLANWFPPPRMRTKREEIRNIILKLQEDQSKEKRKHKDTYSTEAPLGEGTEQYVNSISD
hIAP activ = human IAP activation; purified human IAP, CDP-Star luminescence, 30 min; active compounds read high; 1 = vehicle-only enzyme, 0 = enzyme-free background; activation factor at 10 µM; actives 0.16% (n = 330,000); AID 2524;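 active means activation factor of the enzyme at least 2-fold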; further: the source names both 10 and 20 µM as test concentration; values of inactives mirror those of a sister screen read the other way
SENP1 FRET inh = SENP1 (human) catalytic domain inhibition; actives 0.21% (n = 360,000); AID 624204; recombinant SENP1 catalytic domain, CyPet-SUMO1-YPet FRET cleavage; inhibition, % at 10 µM;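 active means inhibition at least 30% at 10 µM, raw YFP signal under a set limit, fluorescence ratio 0.5 to 1.5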;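 further: 0% = enzyme with DMSO and 100% = no enzyme wells; some results filed as inactive read as strong as hits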
Target sequence (Q9P0U3 419-644 limits assumed): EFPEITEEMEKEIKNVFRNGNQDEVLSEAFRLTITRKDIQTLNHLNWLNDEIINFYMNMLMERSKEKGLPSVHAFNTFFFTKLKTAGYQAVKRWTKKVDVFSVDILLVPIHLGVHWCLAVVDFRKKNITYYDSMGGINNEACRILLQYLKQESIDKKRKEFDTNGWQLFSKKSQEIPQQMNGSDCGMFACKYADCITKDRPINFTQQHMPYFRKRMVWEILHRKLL
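Test system: recombinant human SENP1 catalytic domain, His6-tagged / Medium: pH 8 Tris buffer with EDTA, NaCl, BME, BSA, NP40, catalase / Also added: SUMO1 FRET substrate flanked by Cypet and Ypet, 25 nM / Times: 50 min reaction at room temperature / Signal: FRET, CFP and YFP emission / Control set: no-enzyme low control and enzyme-plus-DMSO high control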
An asterisk follows results filed as active; nt = no result given.

The line under a structure holds: MPTP inh	ATG4B inhibitor	PfGluPho inh	SENP8 inh	GRIN3A LBD mod	SENP6 block	hIAP activ	SENP1 FRET inh
Cc1cc(Br)ccc1NC(=O)CN(C)C(=O)CN1C(=O)NC(C)(C2CC2)C1=O (stereo not drawn)
→ 4.0	-3	-3	11	-1	6	1	1
CCCN(CCC)CC(O)CN(c1ccccc1)S(=O)(=O)c1ccc(C)cc1 (stereo not drawn)
→ -0.6	1	-13	27	1	7	0.97	0
Cn1c2c(c(=O)n(C)c1=O)C(C(F)(F)F)(C(F)(F)F)N=C(c1ccc(Cl)cc1)N2
→ 99*	-1	3	5	3	9	1	-1
Cc1nnc(SCC(=O)N2CCN(c3ccccc3)CC2)n1C1CC1
→ 0.2	-1	9	7	-1	-9	0.74	-1
CCOc1ccccc1N1CCN(CC(=O)Nc2cc(C)on2)CC1
→ -1.7	13	3	7	0	1	0.95	3
COc1ccc(CNc2nc3nc(C)c(Cl)c(C)n3n2)cc1
→ 1.4	4	-22	-457	-1	5	1.2	-21
Cc1ccc(S(=O)(=O)N(C)C)cc1NC(=O)CSc1ccc2c(c1)OCCO2
→ -1.2	-3	1	9	1	0	0.94	3
Cc1ccc(C(=O)CCNc2ccc(Cl)cc2)o1
→ -2.4	5	-2	4	-2	1	0.99	-11
c1ccc2[nH]c(SCC3CCCCO3)nc2c1 (stereo not drawn)
→ 1.0	-9	7	10	-1	-33	0.97	1
CCCCCc1c(O)nc(SCC(=O)NCC2CCCO2)[nH]c1=O (stereo not drawn)
→ 1.1	-1	-2	10	0	-2	1.5	0
COc1ccccc1C(=O)Nc1nc2ccccc2[nH]1
→ -0.7	9	37	-23	0	98*	1.2	1
COc1cccc(C(=O)N2CCN(C(=O)c3cccc4ccccc34)CC2)c1OC
→ -1.4	-11	-5	-1	-1	1	0.86	1
Cc1ccc(S(=O)(=O)N(C)c2ccc(OCC(=O)NC3=NCCS3)cc2)cc1
→ -2.1	-15	15	15	0	11	1	1
CNC(=O)/C(C#N)=C/c1c(N2CCCCCC2)nc2c(C)cccn2c1=O
→ 0.8	-4	-2	-270	0	-17	0.84	-30
COc1ccccc1NC(=O)CSc1n[nH]c(Cc2ccccc2)n1
→ 1.1	3	-12	12	0	-18	1.5	3
CCOc1ccc2[nH]c(=O)c(CN(Cc3ccc(F)cc3)C(=O)c3ccco3)cc2c1
→ -20	-5	9	-471	0	-9	0.94	3
O=C(O)c1cn(-c2ccccc2)nc1-c1ccc(Cl)cc1
→ -4.4	12	-21	14	1	-4	0.93	-1
COC(=O)c1nc(Cl)c(Cl)c(N)c1Cl
→ 0.3	4	0	1	0	2	1.1	-1
C/[N+]([O-])=C\c1cccc(OCCN2CCN(c3ncc(C(F)(F)F)cc3Cl)CC2)c1
→ -0.2	4	6	-2	-7	-7	0.91	3
Cc1cc(NC(=O)CSc2nnnn2-c2ccccc2)no1
→ -1.2	-7	-9	5	-1	-2	0.91	2

Going on with the list:
The line under a structure holds: MPTP inh	ATG4B inhibitor	PfGluPho inh	SENP8 inh	GRIN3A LBD mod	SENP6 block	hIAP activ	SENP1 FRET inh
CCN(CC)c1ncnc2c1ncn2Cc1c(Cl)cccc1Cl
→ 11	-3	-5	28	-1	-11	0.97	3
CCOc1cc(N2CCOCC2)c(OCC)cc1NC(=O)Cn1cnc2c(=O)n(C)c(=O)n(C)c21
→ 0.3	-7	2	8	1	-2	0.98	-1
CN(CC(=O)NNC(=O)c1cccnc1)S(=O)(=O)c1cc(Cl)ccc1Cl
→ 0.1	-1	-7	17	0	-2	1.3	0
Cc1nc2c(cc1NC(=O)C(C)(C)C)nc(C)n2Cc1ccccc1
→ -0.4	-2	2	18	-1	8	1	-2
O=C(NCC1OCCc2ccccc21)c1ccc(NC(=O)c2ccccc2Cl)cc1 (stereo not drawn)
→ 0.6	23	-2	16	10	-5	1.1	1
C[N+](C)(C)CCCCCC(=O)/C=N/O
→ 0.9	-8	-4	13	-1	2	1.1	0
O=C(O)c1cccc(N2C(=O)/C(=C/c3ccc(SCc4ccc(Cl)cc4)o3)SC2=S)c1
→ 0.9	28	1	8	15*	nt	nt	50
CCCNC(=S)Nc1ccc(F)cc1F
→ 1.1	-1	5	5	5	-18	0.89	4
CCOC(=O)C1=C(N)Oc2cc(O)ccc2C1c1ccc(C)cc1 (stereo not drawn)
→ 2.7	-11	2	2	-2	1	1.2	-98
Cc1ccc(-c2ccc(SCC(=O)Nc3ccc4c(c3)OCCO4)nn2)cc1
→ 2.8	-5	17	10	-6	12	0.89	4
CCOc1ccc(N2C(=O)CC(NCC#N)C2=O)cc1 (stereo not drawn)
→ 0.6	-3	-2	15	-1	-20	1.1	1
O=C(O)c1ccc(N=Cc2c(O)ccc3oc4c(c23)CCCC4)cc1
→ 0.4	4	-10	-19	-4	8	1	6
O=C(NCC(c1ccco1)N1CCc2ccccc2C1)c1c(F)cccc1F (stereo not drawn)
→ -3.3	7	3	15	0	-11	0.86	1
CCOC(=O)C(NC(C)=O)(Nc1ccc(S(=O)(=O)Nc2onc(C)c2C)cc1)C(F)(F)F (stereo not drawn)
→ 1.6	-3	-1	13	2	0	0.94	0
O=C(COC(=O)CCCSc1nc2ccccc2[nH]1)NC(=O)NC1CCCC1
→ 1.4	-9	1	24	-5	2	1.1	4
Cc1nc(SCC(=O)N(C)C2CCS(=O)(=O)C2)c(C#N)c(C)c1C (stereo not drawn)
→ 0.4	1	12	-113	1	2	0.94	-2
CCN(C(C)=O)N(CC)c1nc(Cl)nc(NC(C)C)n1
→ 0.1	-3	-18	21	0	-9	1.2	2
O=C(CN1CCN(c2ccccn2)CC1)N1c2ccccc2CCc2ccccc21
→ 3.0	0	8	4	2	11	1.2	2
COc1ccc2c(Cl)c(C(=O)N/N=C3\CCCC(=O)C3)sc2c1
→ 2.0	-19	18	-5	-2	1	1.8	-35
O=C(Nc1ccc(Cl)cc1)OC(CN1CCCCC1)C(F)(F)F (stereo not drawn)
→ 1.7	2	5	22	-7	-9	0.82	2

Next part
The line under a structure holds: MPTP inh	ATG4B inhibitor	PfGluPho inh	SENP8 inh	GRIN3A LBD mod	SENP6 block	hIAP activ	SENP1 FRET inh
CCCn1cc(CN2CCC(n3nccc3NC(=O)CCOc3ccccc3)CC2)c(C)n1
→ -0.4	2	0	5	1	-2	1	0
CCCC(=O)Nc1cccc(-c2nc3ccccc3o2)c1
→ 0.4	4	-4	-43	2	-3	1.1	-1
O=C(N/N=C1\CCCc2oc(C(=O)O)cc21)c1ccccc1
→ 0.2	-7	6	12	0	3	1	-2
O=C(Cc1ccc(Cl)cc1)Nc1ccc(Cl)cn1
→ -1.0	0	3	12	-3	-3	1.2	1
O=C(CN1C(=O)c2ccccc2S1(=O)=O)NCCc1ccc(F)cc1
→ 1.4	7	-1	-1	4	4	0.87	0
Cc1nn(C)c(C(=O)Nc2ccc(Cn3cccn3)cc2)c1[N+](=O)[O-]
→ -1.4	-1	10	18	2	-11	0.92	-2
Cc1cc(C)n(-c2ccc(Cl)c(C(=O)O)c2)n1
→ -3.5	-5	-18	11	2	10	1	2
CCOC(=O)c1cnc2c(-c3ccc(Cl)cc3)c(C)nn2c1N
→ 2.2	-7	-26	-481	0	-22	1.3	-2
Cc1cc(C)cc(Nc2nc(-c3ccc(S(=O)(=O)N4CCCC4)cc3)cs2)c1
→ 9.2	-3	56	-295	4	-37	1	9
Cc1cc(NC(=O)C(C)Oc2ccc(Cl)cc2Cl)n(-c2ccccc2)n1 (stereo not drawn)
→ 2.6	-9	32	25	3	25	1.1	1
CCc1c(C)nc2ncnn2c1Nc1ccc(C(C)=O)cc1
→ 2.5	-11	-11	3	1	8	1	2
O=C(NCCCN1CCCC1=O)c1cc(=O)c2ccccc2o1
→ 0.9	-8	-7	11	0	-4	1.1	3
CCn1c(CNC(=O)Cc2ccc(OC)cc2)nnc1SCC(=O)c1ccc(Br)cc1
→ -0.8	-14	2	8	-12	-4	0.96	1
Cc1cc(C)n2nc(SCCOc3ccccc3)nc2n1
→ 0.5	2	-13	6	-1	-6	1	2
COC(=O)C1=CN(c2cc(C)cc(C)c2)C=C(C(=O)OC)C1c1ccc(OC)c(O)c1
→ 0.9	-11	19	-301	-3	-1	0.92	-3
Cc1c(C(=O)N(Cc2cccc(Br)c2)C2CCS(=O)(=O)C2)oc2ccc(F)cc12 (stereo not drawn)
→ -1.7	0	-3	14	1	-4	0.97	0
Cn1ncc2c(Nc3ccc(Cl)c(Cl)c3)ncnc21
→ 1.2	-8	40	-67	8	-8	1.4	0
CCCC(CCC(=O)Nc1cccc([N+](=O)[O-])c1)C(=O)O (stereo not drawn)
→ 1.8	0	-13	24	-1	-17	1.1	0
COc1ccc(N)cc1S(=O)(=O)Nc1ccccc1Cl
→ 0.7	-3	23	8	0	-7	0.92	1
CN1CCN(C(CNC(=O)Nc2ccc(Cl)cc2)c2ccc(F)cc2)CC1 (stereo not drawn)
→ 0.4	18	-5	-4	2	-20	0.97	0

Complete entries, quoted from the list. Values in the order: MPTP inh, ATG4B inhibitor, PfGluPho inh, SENP8 inh, GRIN3A LBD mod, SENP6 block, hIAP activ, SENP1 FRET inh
Entry for CCCC(=O)Nc1cccc(-c2nc3ccccc3o2)c1 → 0.4, 4, -4, -43, 2, -3, 1.1, -1
Entry for Cc1cc(C)cc(Nc2nc(-c3ccc(S(=O)(=O)N4CCCC4)cc3)cs2)c1 → 9.2, -3, 56, -295, 4, -37, 1, 9

Continued.
The line under a structure holds: MPTP inh	ATG4B inhibitor	PfGluPho inh	SENP8 inh	GRIN3A LBD mod	SENP6 block	hIAP activ	SENP1 FRET inh
CN(CC(=O)O/N=C(\N)c1ccccn1)S(=O)(=O)c1ccccc1
→ -1.2	-9	-1	5	-1	-17	1.2	1
CNc1snc(C)c1C(=O)OCC(=O)Nc1ccc(C)cc1F
→ 8.8	-8	16	6	7	-10	1	0
Cc1cc(C)c(S(C)(=O)=O)c(Oc2cccc(C(F)(F)F)c2)n1
→ -0.9	2	-13	15	1	-19	1.1	0
O=C(CSc1nc(-c2ccccc2)cs1)Nc1cccc([N+](=O)[O-])c1
→ 93*	41*	-3	9	34*	5	0.87	3
COc1ccc(N2C(=O)CSC2c2ccc3c(c2)OCO3)c(OC)c1 (stereo not drawn)
→ -1.2	-17	-3	26	1	-10	1.1	2
CCOCCCN(C(=O)c1snc(C(N)=O)c1N)C(C(=O)NC1CCCC1)c1ccc(O)c(OC)c1 (stereo not drawn)
→ 0.2	-7	-16	-188	1	-22	1.1	-4
Cc1ccc2nc(SCC(=O)NC3CCCC3)[nH]c2c1
→ -3.1	-5	14	12	1	10	1	1
COc1cccc(-n2c(=O)c3sccc3n(CC(=O)NC3CCCCC3)c2=O)c1
→ -1.3	0	-14	6	0	-39	1	1
O=C(NCC1CCCO1)c1ccc2c3n(nc2c1)-c1ccccc1CO3 (stereo not drawn)
→ -2.6	-15	13	-184	0	15	0.92	-3
COCCCNC(=O)CCc1ccc(S(=O)(=O)Nc2ccc(C)cc2)cc1
→ -2.5	0	-4	14	1	1	0.95	1
COc1ccc(O)c(CN2CCN(CCCc3ccccc3)C(CCO)C2)c1 (stereo not drawn)
→ 1.4	3	-11	6	-4	-12	1.2	-1
O=C(Nc1ccc(S(=O)(=O)N2CCCCC2)cc1)c1ccc(CN2CCc3ccccc3C2)cc1
→ 2.9	-2	6	53*	-2	3	1	2
COC(=O)C1=C(C)NC(=O)NC1c1ccc(N2CCC(c3ccccc3)=N2)cc1 (stereo not drawn)
→ -1.8	-4	-19	-456	-3	-5	1.2	-26
Nc1nc(NCCCN2CCOCC2)nc(Nc2ccccc2)c1[N+](=O)[O-]
→ 24	4	-2	16	-4	-6	1	4
CC(=O)Nc1cc(-c2ccccc2)nn1Cc1ccc(Cl)cc1
→ 2.7	-11	3	3	0	4	1.4	1
COc1ccc(CCNC(=O)COc2ncnc3cc([N+](=O)[O-])ccc23)cc1
→ -0.6	0	-20	-48	0	-13	0.98	-28

Copied from the list.
Value of O=C(CSc1nc(-c2ccccc2)cs1)Nc1cccc([N+](=O)[O-])c1 under SENP1 FRET inh: 3
Value of O=C(NCC1CCCO1)c1ccc2c3n(nc2c1)-c1ccccc1CO3 (stereo not drawn) under SENP1 FRET inh: -3

An unsorted share of the library. Share with any hit: about 6.7%.
